Screening results from PubChem.
M4 ag = human M4 muscarinic receptor agonists, primary screen, CHO-K1 cells, Fluo-8 calcium fluorescence; Muscarinic acetylcholine receptor M4 (Homo sapiens), P08173; CHO-K1 hM4/Gqi5; vehicle 0%, full acetylcholine response 100%; activation, % at 3 µM; 360,000 tested, 0.14% active; AID 624127, 2012;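 active means activation above the run mean over all test wells plus 3 SD, cut at about 32% in these data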;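 further: peak over basal fluorescence ratio per well then scaled between controls; 0% = DMSO wells and 100% = acetylcholine at EC100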
CRFR2-BP ag = agonists of CRF-BP/CRF-R2 complex, primary screen, cell-based, HEK293, calcium dye fluorescence, uHTS; calcium dye fluorescence (FLIPR); percent of saturating CRF peptide response; activation, % at 13.2 µM; AID 588473, 2011; CRF-binding protein / CRF receptor 2 complex (human); 350,000 tested, 0.46% active;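 active means activation of at least 50%, plus an integration ratio under a set limit after plate pattern correction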;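 further: plate controls were neutral control wells without compound for no effect and CRF at EC100 for full effect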
CHRM5 agonist = human M5 muscarinic receptor agonists, primary screen, CHO-K1 cells, Fluo-8 calcium fluorescence. Muscarinic acetylcholine receptor M5 (Homo sapiens), P08912. CHO-K1 hM5 cells; 0% DMSO wells, 100% maximal acetylcholine response. activation, % at 3 µM. 360,000 tested, 0.19% active. AID 624037, 2012;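 active means activation above the run's mean over test compounds plus 3 SD, cut at about 23% in these data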;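 further: signal is peak over basal fluorescence ratio across the kinetic read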
M5 PAM = human M5 muscarinic receptor positive allosteric modulators, primary screen, CHO-K1 cells, Fluo-8 calcium fluorescence | CHO-K1 hM5, ACh EC20 PAM; 0% = ACh EC20, 100% = ACh EC100 | activation, % at 3 µM | 360,000 tested, 0.3% active;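 active means activation above the run cutoff, the mean activation of all test compounds plus 3 SD, cut at about 18% in these data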
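Assay system: CHO-K1 hM5 cells. Also added: acetylcholine at EC20 concentration, added after compound. Dosing: 3 µM, single dose. Times: compound preincubation 140 s before EC20 acetylcholine addition. Signal: Fluo-8 calcium fluorescence. Measure: % activation relative to EC20 and EC100 ACh responses. Repeats: singlicate, one well per test compound.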
CRFR2-BP antag = antagonists of CRF-BP/CRF-R2 complex, primary screen, cell-based, HEK293, calcium dye fluorescence, uHTS; CRF-induced calcium fluorescence; inhibition, % at 11.8 µM; 350,000 tested, 0.59% active; AID 588475, 2011;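 active means inhibition of the ligand-induced calcium signal above about 50% at the single tested concentration, limit read from the data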
IDE inh = human IDE inhibitors in live cells, primary screen, fluorescence polarization, HEK cells, FAbetaB substrate; Insulin-degrading enzyme (Homo sapiens), P14735; FAbetaB cleavage; inhibition, % at 5.59 µM; 320,000 tested, 0.41% active;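 active means percent inhibition above the average of all tested compounds plus 3 SD, set per screening campaign, cut at about 16% in these data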;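 further: IDE supplied by intact live HEK cells; FP after avidin binding of uncleaved biotin substrate so inhibition keeps polarization high; 0% = DMSO wells and 100% = 60 µM reference IDE inhibitor Ii1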
Target sequence (P14735 whole entry, looked up): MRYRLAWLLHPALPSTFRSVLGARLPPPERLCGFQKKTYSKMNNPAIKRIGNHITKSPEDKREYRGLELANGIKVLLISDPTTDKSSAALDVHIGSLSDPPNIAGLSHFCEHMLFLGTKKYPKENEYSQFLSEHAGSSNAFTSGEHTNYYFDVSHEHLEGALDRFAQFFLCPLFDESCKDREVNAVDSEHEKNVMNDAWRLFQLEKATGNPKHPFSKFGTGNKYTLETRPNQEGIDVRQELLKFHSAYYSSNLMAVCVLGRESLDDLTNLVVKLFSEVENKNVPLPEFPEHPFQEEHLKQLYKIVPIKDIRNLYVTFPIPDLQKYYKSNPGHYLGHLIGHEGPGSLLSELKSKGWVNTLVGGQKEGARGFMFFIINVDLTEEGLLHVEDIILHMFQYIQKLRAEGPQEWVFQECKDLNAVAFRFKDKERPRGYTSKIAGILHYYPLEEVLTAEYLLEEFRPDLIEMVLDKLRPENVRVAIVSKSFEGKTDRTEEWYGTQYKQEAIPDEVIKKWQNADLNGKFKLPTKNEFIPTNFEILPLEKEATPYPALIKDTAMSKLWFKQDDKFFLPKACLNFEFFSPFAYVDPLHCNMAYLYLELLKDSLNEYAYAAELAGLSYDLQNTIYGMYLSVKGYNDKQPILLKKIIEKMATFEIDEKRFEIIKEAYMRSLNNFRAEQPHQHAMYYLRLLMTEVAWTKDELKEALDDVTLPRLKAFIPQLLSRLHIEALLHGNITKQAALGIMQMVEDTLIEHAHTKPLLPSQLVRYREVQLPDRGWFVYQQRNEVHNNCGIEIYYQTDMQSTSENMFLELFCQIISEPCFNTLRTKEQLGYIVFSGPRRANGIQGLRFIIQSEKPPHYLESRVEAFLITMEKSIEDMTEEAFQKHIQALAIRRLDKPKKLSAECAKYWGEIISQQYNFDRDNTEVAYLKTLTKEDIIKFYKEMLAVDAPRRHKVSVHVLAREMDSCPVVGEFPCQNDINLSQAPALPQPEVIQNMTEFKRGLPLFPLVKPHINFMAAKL
CHRM4 PAM = human M4 muscarinic receptor positive allosteric modulators, primary screen, CHO-K1 cells, Fluo-8 calcium fluorescence; activation, % at 3 µM; CHO-K1 hM4/Gqi5, ACh EC20; 0% = ACh EC20, 100% = maximal ACh; 360,000 tested, 0.4% active;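 active means activation above its plate's cutoff, the mean activation of sample wells plus 3 SD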; further: some results filed as inactive read as strong as hits
M4 antag = human M4 muscarinic receptor antagonists, primary screen, CHO cells, Fluo-8 calcium fluorescence; inhibition, % at 3 µM; 360,000 tested, 0.73% active; CHO-hM4 cells, ACh EC80; AID 624125, 2012;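 active means inhibition above its plate's cutoff, the mean inhibition of sample wells plus 3 SD, cut at about 27% in these data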;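 further: 0% = acetylcholine EC80 with DMSO and 100% = DMSO without agonist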
M5 antag = human M5 muscarinic receptor antagonists, primary screen, CHO cells, Fluo-8 calcium fluorescence. inhibition, % at 3 µM. CHO-hM5 cells, ACh EC80. 360,000 tested, 0.59% active;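 active means inhibition above a per-plate cutoff, the mean of that plate's test compounds plus 3 SD, cut at about 27% in these data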;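 further: 0% = acetylcholine EC80 with DMSO and 100% = DMSO without agonist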
Active calls of the source: *; . = not tested or not shown.

Under each structure – M4 antag	CRFR2-BP ag	CHRM4 PAM	M5 antag	M5 PAM	M4 ag	CRFR2-BP antag	CHRM5 agonist	IDE inh
1: CCCSc1nnc2n(-c3ccccc3OC)c(=O)c3c4c(sc3n12)CCC4
 : 12.8	-1.3	-5.3	2.3	-3.4	0.1	11.6	0.9	-3.6
2: COc1cc(Cl)ccc1OCc1cc(C(=O)NCc2cc(C(C)C)no2)no1
 : 5.6	-9.0	-8.9	12.7	-16.1	16.6	9.3	3.1	3.0
3: COc1ccccc1N1CCN(C(=O)CCc2ccc(S(=O)(=O)NCC(C)C)cc2)CC1
 : 1.5	-0.8	-8.1	-2.6	-3.6	11.9	-1.8	8.6	2.6
4: O=C(CN1CCN(C(=O)c2ccco2)CC1)Nc1cccc(S(=O)(=O)N2CCCC2)c1
 : 5.6	-0.4	2.1	1.1	10.6	1.1	-1.9	-5.1	2.7
5: Clc1ccc(CN2CCN(c3ncnc4scc(-c5cccs5)c34)CC2)cc1
 : -1.9	-0.9	7.2	-1.5	2.1	-2.3	-41.5	-3.8	3.1
6: Cc1ccccc1N1C(=O)c2cccc([N+](=O)[O-])c2C1=O
 : 9.2	-7.5	-4.5	13.4	-4.4	0.9	10.8	-0.3	.
7: CCC(C)Sc1nc2c(cnn2-c2ccccc2)c(=O)[nH]1 (stereo unspecified)
 : -17.3	1.4	8.6	-2.3	1.7	-0.1	-9.7	-1.9	1.9
8: Cc1ccc(CN2CCN(Cc3ccc(Oc4ncccn4)cc3)CC2CCO)cc1 (stereo unspecified)
 : -0.5	-2.5	2.0	-0.1	2.0	0.6	15.4	-0.1	-8.3
9: CN(CC(=O)Nc1c(Cl)cccc1Cl)C(=O)CC1Sc2ccccc2NC1=O (stereo unspecified)
 : -1.2	-2.2	2.1	4.6	1.2	3.2	16.6	1.1	3.1
10: Cc1cc(NC(=O)c2ccccc2F)nc2c1c(=O)oc1ccccc12
 : -2.7	-1.4	-6.8	7.0	-1.4	1.4	2.9	-0.2	2.7
11: Cn1c(=O)c2c(nc(CN3CCOCC3)n2CCCc2ccccc2)n(C)c1=O
 : -12.5	2.9	4.2	-0.8	0.2	1.6	-24.6	-0.2	2.3
12: O=C(c1cc(-c2ccccc2)on1)N1CCCc2ccccc21
 : 0.9	1.8	-0.7	3.2	-6.2	2.0	-15.6	-4.9	3.5
13: COC(=O)c1cn(Cc2ccc(C(F)(F)F)cc2)cc(F)c1=O
 : -3.7	3.0	-5.5	6.9	-0.6	-0.2	21.9	-14.1	5.3
14: CCc1ccc(N2CC(C(=O)NCc3ccco3)CC2=O)cc1 (stereo unspecified)
 : -10.6	-1.2	3.1	2.0	-3.3	-0.4	5.0	-3.1	-2.4
15: COc1ccccc1OCc1nnc(SCC(=O)Nc2ccc(N3CCOCC3)cc2)n1C
 : 2.4	0.3	-0.7	-1.2	6.2	2.1	-8.2	-0.7	-3.0
16: O=C(/C=C/c1ccc(Cl)cc1)NCCN1CCOCC1
 : -5.0	3.1	-0.8	3.4	-2.7	0.8	-13.2	-5.7	-2.4
17: COc1cc(CCC(O)CC(=O)CCc2ccccc2)ccc1O (stereo unspecified)
 : -1.0	-2.5	7.3	3.3	-2.7	1.4	8.7	1.7	3.5
18: O=C(CO/N=C/c1ccccc1OC(F)F)NC1CCCC1
 : 1.1	-0.1	-0.1	2.2	-0.1	1.8	-8.9	0.6	2.5
19: Cn1cc(C=O)c2cc(S(=O)(=O)N3CCOCC3)ccc21
 : 4.1	-1.1	5.4	-3.0	7.2	2.1	6.7	-2.1	2.7
20: CCc1ccc(CN2CCCC(CNC(=O)c3cc(OC)cc(OC)c3)C2)cc1 (stereo unspecified)
 : -3.8	0.6	-5.9	7.4	2.3	0.3	-8.9	-3.3	4.5
21: CCCCCC(=O)Nc1ccc(S(=O)(=O)Nc2ccc(Cl)nn2)cc1
 : -6.0	1.0	7.8	-2.6	8.7	1.1	-1.5	-0.8	0.8
22: Cc1cc(N2CCOCC2)nc(-c2ccccc2O)n1
 : -0.8	0.2	-12.5	-1.9	-3.3	1.3	-2.6	-2.6	-3.1
23: Cc1nn(C)cc1C(=O)Nc1c(C)nn(Cc2ccccc2Cl)c1C
 : 12.0	-1.8	-5.7	-3.8	-2.2	0.3	17.1	-1.9	-3.0
24: CC1CCN(C(=O)COC(=O)Cc2c[nH]c3ccccc23)CC1
 : -1.7	1.6	-2.0	5.8	7.1	0.3	0.6	-2.6	5.0
25: CCOc1c2ccc(C(=O)NCc3ccco3)cc2nn1CCOC
 : -1.1	-1.0	7.3	5.9	1.6	0.3	-6.0	-1.4	-5.5
26: CC(=O)Cc1nsc(NC(=O)c2ccc(COc3cccc(C)c3)o2)n1
 : -1.4	-0.5	-5.8	-0.5	2.2	6.0	-9.2	2.6	0.0
27: Cc1cccc(C)c1NC(=O)CNC(=O)C1CCCC1
 : 10.9	-0.1	-2.8	8.9	1.6	0.0	-1.4	0.3	10.7
28: O=C(CSc1ccc2c(c1)OCCO2)NC(=O)NC1CCCC1
 : 5.7	-2.2	-6.8	5.7	-4.5	1.4	-6.2	-1.1	8.8
29: O=C(N/N=C/c1ccccc1O)c1ccc2c(c1)OCO2
 : 4.0	-0.5	-8.2	1.6	2.7	0.8	0.8	-3.9	-2.0
30: CCc1ccccc1NC(=O)CNC(=O)CNC(=O)c1cccs1
 : 5.7	-1.1	1.9	3.4	-5.4	-0.4	3.6	2.8	2.5
31: O=C(CC1C(=O)NCCN1CC1CCCCC1)NCc1ccccc1Cl (stereo unspecified)
 : 5.9	-2.4	-0.8	11.8	-1.2	1.4	3.2	-2.1	4.5
32: CC(=O)N1c2ccc(S(=O)(=O)N3CCC(C(=O)N4CCN(c5ccccc5F)CC4)CC3)cc2CC1C (stereo unspecified)
 : -9.4	-3.7	-10.8	7.7	-7.2	12.7	7.5	-0.6	6.0
33: COC(=O)CCC/C=C1/SCC(NC(=O)c2ccccc2)C1O (stereo unspecified)
 : 3.4	-1.5	0.7	6.3	1.0	0.9	0.5	1.2	-4.7
34: C/C(=C\c1ccccc1)CN1CCN(Cc2ccc(C)o2)C(CCO)C1 (stereo unspecified)
 : -4.1	-0.4	-4.2	6.0	5.5	1.8	6.8	-2.8	0.9
35: CN(Cc1nc2ccccc2[nH]1)Cc1nc(CC2CC2)no1
 : 5.7	-1.1	-7.2	13.6	-8.2	1.0	-3.6	-3.2	2.8
36: CC(C)n1c(SCC(=O)Nc2ccccc2)nc2c1c(=O)[nH]c(=O)n2C
 : -2.5	1.1	10.4	5.3	-1.1	0.9	18.9	1.3	-2.5
37: Cc1cc(C)c(-n2[nH]nnc2=S)c(C)c1
 : 2.5	-0.5	8.5	-0.1	0.4	0.3	0.9	1.0	-7.1
38: COc1ccccc1-c1nnc(SCC(=O)Nc2c(Cl)cccc2Cl)o1
 : -10.7	-4.0	0.6	4.6	-1.4	-0.6	-4.7	-3.5	6.3
39: COC(=O)N1CCN(c2ccc(Cl)c(Cl)c2)CC1
 : 2.9	1.4	-9.0	2.1	-6.8	7.9	7.4	5.8	-1.5
40: CC(=O)N(Cc1ccccc1)Cc1nc2sc(C)c(C)c2c(=O)[nH]1
 : -6.9	-2.6	5.6	-12.5	13.4	4.5	-4.4	1.6	3.6
41: O=C(CSc1ncn[nH]1)Nc1ccccc1Sc1ccc(Cl)cc1
 : -0.5	-2.2	0.6	-0.5	-0.6	4.1	-1.8	1.8	1.7
42: CC(/C=N/n1c(-c2ccc(Cl)cc2)n[nH]c1=S)=C\c1ccco1
 : 1.8	3.5	-0.3	1.6	-3.5	0.1	-18.2	2.4	-4.2
43: Cc1cc(C)c(-c2c(O)c3cccc4c3n(c2=O)CCC4)c(C)c1
 : 0.2	-0.1	-3.4	-0.9	-0.8	-0.3	-15.1	-5.9	0.4
44: CC(C)N(C(=O)[C@H]1C[C@H](CC(=O)NCC23CC4CC(CC(C4)C2)C3)C(=O)N2CCc3c([nH]c4cc(CCC(=O)N(C)C)ccc34)[C@]12C)C(C)C
 : -2.9	-0.6	-15.1	-0.6	-3.0	-0.1	2.4	2.0	.
45: CC1CCCCC1NC(=S)NC(=O)c1ccccc1Cl (stereo unspecified)
 : -18.5	-0.2	4.1	5.0	-6.4	-1.2	-13.1	-4.6	-0.6
46: OC(COCCC12CC3CC(CC(C3)C1)C2)CN1CCCC1 (stereo unspecified)
 : -4.6	6.2	0.1	17.7	-7.6	2.1	-45.5	-1.8	3.4
47: Cc1ccc(S(=O)(=O)N2CCN(C(=O)N3CCCCC3)CC2)c(C)c1
 : 0.8	-1.5	-1.8	16.6	-5.4	2.0	-30.5	2.7	.
48: CCNC(=O)NC(=O)C(C)OC(=O)Cc1coc2cc3c(cc12)CCC3 (stereo unspecified)
 : 7.6	-0.1	-1.5	6.7	1.1	1.3	-38.1	-1.4	-4.1
49: CC(C)c1ccc(CC(=O)N2CCC2(C)C(=O)Nc2ccc3c(c2)OCO3)cc1 (stereo unspecified)
 : -11.5	.	-2.8	4.7	-8.4	11.7	.	4.8	.
50: Nc1cccc(Oc2c(F)c(F)c(Oc3cccc(N)c3)c(F)c2F)c1
 : 8.8	-0.6	-7.2	6.7	-5.2	-1.1	27.7	-4.6	-5.5
51: O=C(NCc1cccc(C(F)(F)F)c1)c1[nH]c(C(F)(F)F)nc1-c1ccccc1
 : 7.3	.	-3.6	9.0	-9.3	14.2	.	11.0	.

Quoted from above, compounds 50 to 51
Under each structure – M4 antag	CRFR2-BP ag	CHRM4 PAM	M5 antag	M5 PAM	M4 ag	CRFR2-BP antag	CHRM5 agonist	IDE inh
50: Nc1cccc(Oc2c(F)c(F)c(Oc3cccc(N)c3)c(F)c2F)c1
 : 8.8	-0.6	-7.2	6.7	-5.2	-1.1	27.7	-4.6	-5.5
51: O=C(NCc1cccc(C(F)(F)F)c1)c1[nH]c(C(F)(F)F)nc1-c1ccccc1
 : 7.3	.	-3.6	9.0	-9.3	14.2	.	11.0	.

Hits appear at their usual frequency; 2.9% or so of the library scored in one or more.
